HttQ103 aggreg = qHTS Multiplex Assay to Identify Dual Action Probes in a Cell Model of Huntington: Aggregate Formation (GFP). PC12 HttQ103-GFP aggregates, Acumen cytometry, 40 h. Potency, µM (doses to about 46.1 µM), for inactives: at the highest dose activity change, negative = inhibition, hits mostly inhibitors. 1.1% of 220,000 active; note: % is set by controls: 0 for no effect and ±100 for the full control effect; nearly all actives have a fitted effect of over 60% in size
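Quantitative HTS on tebufenozide-induced (100 nM) PC12 cells stably expressing polyQ103 Huntingtin exon 1–GFP. Reduction of bright GFP aggregates, detected by laser scanning cytometry after lysis, identified actives across the titration.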
ALDH1A1 inh = qHTS Assay for Inhibitors of Aldehyde Dehydrogenase 1 (ALDH1A1) | Potency, µM (titrated, usually from 75.3 µM), for inactives: at the top dose activity, negative = inhibition, actives largely listed as inhibitors | Purified ALDH1A1, NADH fluorescence, propionaldehyde substrate | 7.3% of 220,000 active; active = well fitted inhibition curve with a large enough effect, not every such curve was filed as active; inconclusive = small, poorly fitted or top-dose-only effect, or another doubt; inactive = no such curve, though single readings can be large or run the other way;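 note: plate controls were no enzyme wells and a reference inhibitor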
Target sequence (P00352 whole entry, looked up): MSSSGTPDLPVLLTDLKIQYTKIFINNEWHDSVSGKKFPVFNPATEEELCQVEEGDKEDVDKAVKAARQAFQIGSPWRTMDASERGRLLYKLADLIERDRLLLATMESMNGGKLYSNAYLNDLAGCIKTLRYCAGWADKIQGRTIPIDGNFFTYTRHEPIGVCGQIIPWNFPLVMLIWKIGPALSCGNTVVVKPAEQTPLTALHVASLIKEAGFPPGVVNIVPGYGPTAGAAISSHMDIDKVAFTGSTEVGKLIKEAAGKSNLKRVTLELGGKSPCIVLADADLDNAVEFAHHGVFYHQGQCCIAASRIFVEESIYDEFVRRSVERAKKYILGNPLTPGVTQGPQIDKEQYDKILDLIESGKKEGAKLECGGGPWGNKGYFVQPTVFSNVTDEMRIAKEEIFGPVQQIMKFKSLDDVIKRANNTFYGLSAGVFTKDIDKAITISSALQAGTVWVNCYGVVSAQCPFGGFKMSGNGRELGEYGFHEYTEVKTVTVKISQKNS
HTT ATP protect = qHTS Multiplex Assay to Identify Dual Action Probes in a Cell Model of Huntington: Cytoprotection (ATP); PC12 HTT-Q103 induced, cytoprotection, ATP luminescence, 40 h; Potency, µM (series often up to 56.4 µM), for the others: cytoprotection (ATP increase), most hits filed as activators; 0.14% of 230,000 active; AID 1471, 2008;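 note: % of control where 0% means no effect; nearly all actives have a fitted effect of over 45% in size; toxic huntingtin expression switched on by the ecdysone agonist tebufenozide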
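Compounds added alongside 100 nM tebufenozide, which induces toxic Q103 huntingtin exon 1-GFP in stable PC12 cells; surviving cells quantified by luminescent ATP measurement. Medium: phenol red-free DMEM, 5% equine and 5% calf serum.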
SMN2 splice up = qHTS Assay for Enhancers of SMN2 Splice Variant Expression; Potency, µM (doses to about 46.1 µM), for inactives: at the highest dose activity change, positive = activation, hits mostly activators; AID 1458, 2008; HEK293 SMN2-luciferase splicing reporter, luminescence, 30-36 h; 2.8% of 210,000 active; note: % of control where 0% means no effect; nearly all actives have a fitted effect of over 55% in size
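HEK293 cells carry an SMN2 minigene-luciferase reporter in which exon 7 inclusion puts luciferase in frame. Cells were seeded at 2000 cells/well, attached for 10-12 hours, then exposed to compounds for 30-36 hours at 37C before ONE-Glo luminescence.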
Tau ThT inhib = qHTS for Inhibitors of Tau Fibril Formation, Thioflavin T Binding; recombinant tau K18 P301L, heparin-induced fibrillization, ThT fluorescence; Microtubule-associated protein tau (Homo sapiens), P10636; 2.1% of 270,000 active; AID 1460, 2008; Potency, µM (series often up to 57.4 µM), inactives show top-dose activity, negative = inhibition, most hits filed as inhibitors; note: % is set by controls: 0 for no effect and ±100 for the full control effect; nearly all actives have a fitted effect of over 55% in size
Target sequence (P10636 561-689 P618L limits assumed): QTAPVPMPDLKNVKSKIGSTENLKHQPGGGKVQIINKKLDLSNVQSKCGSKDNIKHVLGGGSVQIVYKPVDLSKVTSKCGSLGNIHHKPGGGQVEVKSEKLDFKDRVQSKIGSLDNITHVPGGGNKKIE
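Aggregation was driven by heparin (20 uM final) acting on recombinant tau […] bearing P301L in 100 mM sodium acetate pH 7; fibrils were detected with Thioflavin T.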
Tau fluor cs = Counterscreen qHTS for Inhibitors of Tau Fibril Formation, Fluorescence Polarization; tau K18 P301L (four-repeat tau fragment) Alexa594 fluorescence, heparin fibrillization; Potency, µM (doses to about 57.7 µM), for inactives: at the highest dose activity change, negative = decrease; 0.93% of 280,000 active; AID 1463, 2008; note: % is set by controls: 0 for no effect and ±100 for the full control effect; nearly all actives have a fitted effect of over 55% in size
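Human K18 P301L tau (15 uM unlabeled plus 0.24 uM Alexa 594-labeled, final) in 100 mM sodium acetate pH 7 was mixed with compound and 20 uM heparin and incubated 6 hr at 37 C.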
KDM4E inh = qHTS Assay for Inhibitors of Human Jumonji Domain Containing 2E (JMJD2E) | JMJD2E catalytic domain, FDH-coupled NADH fluorescence (FDH is formaldehyde dehydrogenase) | Potency, µM (titrated, usually from 57.1 µM), without a hit: at the top dose activity change, negative = inhibition, hits mostly inhibitors | Lysine-specific demethylase 4E (Homo sapiens), B2RXH2 | 1.6% of 230,000 active; active = well fitted inhibition curve with a large enough effect, not every such curve was filed as active; inconclusive = small, poorly fitted or top-dose-only effect, or another doubt; inactive = no such curve, though single readings can be large or run the other way;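 note: 0% = wells with enzyme and -100% = buffer wells without enzyme; nearly all actives have a fitted effect of over 50% in size; many of its hits are not listed in these tables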
Target sequence (B2RXH2 1-337 limits assumed): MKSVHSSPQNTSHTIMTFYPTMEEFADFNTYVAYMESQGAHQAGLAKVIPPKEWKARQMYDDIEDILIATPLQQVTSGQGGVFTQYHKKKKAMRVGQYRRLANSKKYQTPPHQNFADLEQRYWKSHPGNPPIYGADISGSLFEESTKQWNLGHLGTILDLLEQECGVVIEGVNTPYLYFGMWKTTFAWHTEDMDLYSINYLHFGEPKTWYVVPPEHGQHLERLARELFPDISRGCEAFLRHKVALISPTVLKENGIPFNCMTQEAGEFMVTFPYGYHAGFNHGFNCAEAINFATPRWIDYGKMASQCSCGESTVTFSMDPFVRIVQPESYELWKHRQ
Tau FP inhib = qHTS for Inhibitors of Tau Fibril Formation, Fluorescence Polarization; Potency, µM (doses to about 57.7 µM), for the others: at the top dose activity, negative = inhibition, hits mostly inhibitors; 0.39% of 280,000 active; Microtubule-associated protein tau (Homo sapiens), P10636; K18 P301L tau heparin fibrillization, Alexa594 FP, 6 h; note: % is set by controls: 0 for no effect and ±100 for the full control effect; nearly all actives have a fitted effect of over 55% in size
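Human tau K18 […] P301L fragment, 15 uM unlabeled plus 0.24 uM Alexa 594-labeled tau (final), with compound and 20 uM heparin in 100 mM sodium acetate pH 7; 6 hr at 37 C, then Alexa 594 FP read.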
* marks the source's active call; other numbers are inactive results; ? = inconclusive; . = no result given; [ ] = dose if it differs, or a comment. Unless noted, calls come from the whole dose curve; as a rule, active = well fitted curve in the direction sought with a large enough effect; inconclusive = small, poorly fitted or top-dose-only effect, or another doubt; inactive = no such curve, though single readings can be large; an effect the other way counts as inactive or inconclusive. Potency is the fitted concentration of half-maximal effect. Some of the compounds tested; count on the stated rates, not on these rows.

SMILES	HttQ103 aggreg	ALDH1A1 inh	HTT ATP protect	SMN2 splice up	Tau ThT inhib	Tau fluor cs	KDM4E inh	Tau FP inhib
O=C(CC1C(=O)NCCN1Cc1cccc(Oc2ccccc2)c1)NCCc1cnccn1 (stereo unspecified)	-22%[9.22 µM]	?	-21%[10 µM]	.	?	-10%	?	-3%
O=C(NC1CCSC1=O)c1cccc(Cl)c1 (stereo unspecified)	-6%	10%	.	-8%	-3%	-7%	7%	-3%
C/C(=N/Oc1nc(C)cc(C)n1)c1ccc(Br)cc1	-6%	-7%	-29%	-29%	-2%	-4%	-1%	0%
Cn1c(=O)c2c(-c3ccccc3Cl)n(-c3cc(Cl)ccc3O)cc2n(C)c1=O	.	.	.	?	-9%	?	.	-3%
CCCCCCCC(=O)N/N=C(\C)c1ccc(N)cc1	-17%	-10%	-23%	0%	-6%	-6%	6%	?
CCOC(=O)N1CCN(S(=O)(=O)c2ccc(F)cc2)CC1	4%	4%	4%[10 µM]	-16%	-5%	-3%	3%	1%
CCOc1cc(CNc2ccc3c(c2)OCCO3)cc(Br)c1OCC	-5%	?	-90%[inhibitor]	-37%[inhibitor]	?	?	0%	12%
COc1ccccc1/C=C/C=C1\Oc2c(ccc(O)c2CN(C)C)C1=O	11%[9.22 µM]	.	17%[10 µM]	.	?	-21%	?	3%
CCOC(=O)CC(NC(=O)CCc1c(C)nc2c(-c3ccccc3)c(C)nn2c1C)c1ccc(OC(C)C)cc1 (stereo unspecified)	.	.	.	-13%	-5%	-15%	.	10%
CCOc1cc(C(=O)Nc2ccc(N3CCN(S(C)(=O)=O)CC3)cc2)cc(OCC)c1OCC	-13%	8%	12%	.	2%	-6%	0%	5%
COc1cc2[nH]c(=S)n(C3CC3)c(=O)c2cc1OC	?	28µM*	29%[10 µM]	-2%	2%	7%	-22%	6%
O=C(COC(=O)/C=C/c1cccc([N+](=O)[O-])c1)NCC1CCCO1 (stereo unspecified)	12%	9%	-25%	17%	-8%	-4%	0%	2%
CCCCNc1nc(C)nc2c1nc(-c1ccccc1)n2CCN(C)C	.	?	-66%[inhibitor]	-13%	-1%	-4%	?	2%
CCCCOc1ccc(-n2nc(C)cc2C)nn1	6%	1%	-12%	-13%	-3%	-8%	13%	-1%
COc1cccc(-n2c(=O)c3c4c(sc3n(Cc3ccc(F)cc3Cl)c2=O)CCCC4)c1	.	.	.	-2%	-1%	-1%	.	-5%
COc1ccc(S(=O)(=O)Nc2ccc(N3CCOCC3)cc2)cc1Br	5%	?	11%	-18%	-12%	?	-6%	18%
COc1ccc(/C=N/NC(=O)c2ccc(CSc3nncn3C)cc2)cc1OC	-7%	-3%	9%[10 µM]	12%	-16%	3%	-10%	-3%
CC(=O)NC(C)c1nc2ccccc2n1CC(=O)N1C(C)CCCC1C (stereo unspecified)	7%	?	-41%	79%	-15%	-9%	6%	-3%
COCCN(CCOC)c1cc(C)c(C#N)c2nc3ccccc3n12	2%	?	2%	-13%	?	-9%	?	-1%
COC(=O)CSc1nc2sc3c(c2c(=O)n1-c1ccc(C)cc1)CC(C(C)C)OC3 (stereo unspecified)	.	.	.	-11%	-3%	-4%	.	4%
Cc1cc(C)n(S(=O)(=O)c2ccc(C)c(C)c2C)n1	-5%	-2%	-11%[0.074 µM]	-20%	-8%	-4%	5%	-13%
CCc1ccc(/C=N/NC(=O)c2cc(C3CC3)nc3ccc(Br)cc23)s1	-18%	-2%	-56%[inhibitor]	-6%	-12%	-18%	-11%	0%
CCOC(=O)c1c(C)[nH]c(C(=O)COC(=O)c2ccc(O)cc2O)c1C	-10%[9.22 µM]	.	-19%[10 µM]	.	?	-27%	-5%	?
CCC(CO)[n+]1c(C)cc(/C=C2\Sc3ccccc3N2Cc2ccccc2)cc1C (stereo unspecified)	20µM*	?	-66%[inhibitor][10 µM]	-77%[inhibitor]	?	-14%	-11%	-5%
CC1(C)N(OCc2ccccc2)C(=O)C(=O)N(OCc2ccccc2)C1(C)C	14%	10%	18%	-15%	-1%	-3%	-9%	1%
Cc1cc(N2CCN(C)CC2)nc2ccc(NC(=S)NC3CC3)cc12	-10%	-1%	-20%	8%	-12%	-5%	?	0%
CS(=O)(=O)c1ccc2nc(NC(NC(=O)c3ccco3)(C(F)(F)F)C(F)(F)F)sc2c1	-10%	11%	3%	8%	-1%	-1%	12%	1%
COc1cccc(-c2nnc(SCC(=O)N3CCCCC3)o2)c1	.	.	.	25%	-17%	-19%	.	-10%
COc1ccc(OC)c(Nc2cc(C)nc3ccccc23)c1	-27%	7%	-3%[10 µM]	-15%	-7%	-2%	8%	-3%
CCCN1CCN(CCCNC(=O)Cn2nc(C)n3c(cc4c(OC)cccc43)c2=O)CC1	.	.	.	-7%	-1%	-6%	.	-6%
CCCC(=O)Oc1ccc(N(C(=O)CCC)S(=O)(=O)c2cccs2)cc1	-14%	?	-3%	2%	?	-12%	-2%	2%
Cc1ccccc1CNCCSc1nnnn1-c1ccccc1	.	.	.	-15%	3%	-3%	.	-4%
Cc1cc(=O)oc(C)c1C(=O)Nc1c(C)n(C)n(-c2ccccc2)c1=O	-6%	3%	6%	.	-4%	3%	3%	5%
CC(=O)OC(COc1ccc(F)cc1)Cn1cnc2ccccc21 (stereo unspecified)	0%[9.22 µM]	5%	22%	-8%	-1%	-1%	12%	-2%
COc1ccc(-c2noc(C3CCCN(C(=O)c4ccc(C)cc4)C3)n2)cc1 (stereo unspecified)	34%[9.22 µM]	.	-3%[10 µM]	.	.	8%	-1%	1%
O=C(Nc1ccc2c(c1)CCC2)c1cccc(S(=O)(=O)N2CCN(c3ccccc3)CC2)c1	-14%	1%	16%	-17%	-6%	-28%	?	-7%
COc1ccc2cc(CN(CCO)C(=O)c3ccc(Br)cc3)c(=O)[nH]c2c1	4%	-6%	2%	-10%	-12%	-3%	?	0%
Cc1ccccc1Oc1ccc(NC(=O)C2CC=CCC2C(=O)O)cc1 (stereo unspecified)	-10%	2.2µM*	.	7%	-6%	0%	-3%	-5%
CCN(/C=N/S(=O)(=O)c1ccc(Cl)cc1)CC	-2%[9.22 µM]	9%	6%[10 µM]	.	8%	-1%	6%	-5%
COc1ccc(N2CCN(C(=O)Cn3nnc(-c4cccs4)n3)CC2)cc1	-31%	0%	-4%[10 µM]	-9%	-16%	-8%	?	2%
Cc1ccc(NCC(=O)N=Nc2c(O)[nH]c3ccc([N+](=O)[O-])cc23)cc1	9%[9.22 µM]	.	15%[10 µM]	.	16µM*	25µM*[quencher]	?	3%
C[C@@H]1O[C@H]2C3=C(C(=O)[C@H]4O[C@@H]4[C@H]3O)[C@@H]1[C@@H]1[C@@H](C)OC=C3[C@H](O)[C@H]4O[C@@H]4/C(=N\OCc4ccccc4)[C@]312	.	5%[13.5 µM]	17%[10 µM]	.	-14%[11.5 µM]	-12%[11.6 µM]	.	-5%[11.6 µM]
CC(=O)Nc1cc2c(cc1[N+](=O)[O-])OCCO2	3%	3%	-16%	-17%	-12%	-9%	11%	-1%
COC(=O)C1=C(N)Oc2cc(C)n(CC3CCCO3)c(=O)c2C1c1ccc(Cl)c(Cl)c1 (stereo unspecified)	?	?	-25%	-2%	8%	-21%	-4%	-10%
CN(C(=O)/C=C/c1ccco1)c1ccccc1C(=O)O	5%	-13%	-15%	.	?	-8%	?	-15%
O=C(NC(=S)Nc1nc(-c2cccc([N+](=O)[O-])c2)cs1)c1cc(Cl)ccc1Cl	19%[9.22 µM]	28µM*	29%[10 µM]	.	-19%	?	?	-9%
O=C(CCl)Nc1cccc(-c2cnc3ccccc3n2)c1	25µM*	0.89µM*	-69%[inhibitor]	-2%	?	-23%	-8%	-6%
COc1ccc(CCN2C(=O)C(Oc3ccccc3C)C2c2ccc3c(c2)OCO3)cc1 (stereo unspecified)	-10%	12%	-1%[10 µM]	-20%	-4%	-7%	5%	-4%
COC(=O)Cc1[nH]nc2c1C(c1ccc(O)c(OC)c1)C(C#N)=C(N)O2 (stereo unspecified)	13%[9.22 µM]	.	25%[10 µM]	.	-16%	-3%	5%	-2%
O=C(NCCN1CCc2ccccc2C1)Nc1ccc([N+](=O)[O-])cc1	1%	?	-59%[inhibitor]	-16%	-15%	?	2%	-3%
COc1cc(C(=O)NC(=S)Nc2ccc(N3CCCC3)cc2)cc(OC)c1OC	18%	28µM*	17%[10 µM]	.	?	?	?	0%
COCCNC(=O)c1ccc2c3n(nc2c1)-c1ccccc1CO3	-33%[9.22 µM]	.	-56%[inhibitor][10 µM]	.	?	-8%	?	-2%
CC(=O)c1ccc(NC(=O)C2CCC(CNS(=O)(=O)c3cccc4nsnc34)CC2)cc1 (stereo unspecified)	.	.	.	-6%	?	-28%	.	7%
CCN1CCCC1Cn1cnc2c([nH]c3cc(OC)ccc32)c1=O (stereo unspecified)	11%	-10%	-2%	14%	-5%	-1%	?	0%
CC(C)OC(=O)c1c(-c2ccccc2)c(-c2ccccc2)nn(C)c1=O	.	.	.	-105%[inhibitor]	-4%	-4%	.	4%
CC12CN3CC(C)(CN(C1)C3c1ccc(F)cc1)C2 (stereo unspecified)	7%	6%	-33%	-5%	-2%	-2%	-1%	0%

Assay outcomes deposited in PubChem by National Center for Advancing Translational Sciences (NCATS).
